NCOA1 inh: inhibitors of human steroid receptor coactivator 1 (SRC1); Q15788; HEK293 GAL4-SRC1 luciferase reporter, luminescence; 0.12% of 360,000 active; inhibition, % at 3.6 µM;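 active = inhibition above the campaign mean plus 3 SD, with each screening campaign given its own cutoff, cut at about 60% in these data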;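 note: 0% = DMSO treated cells and 100% = gossypol at 36 µM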
TLR9-MyD88 block: inhibitors of human TLR9-MyD88 binding; Q9NR96+Q99836; CHO BLA complementation TLR9-MyD88, CCF4 FRET ratio; inhibition, % at 4.98 µM; 0.21% of 340,000 active; AID 504734;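 active = inhibition above the mean over all tested compounds plus 3 SD, cut at about 21% in these data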;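 note: 0% = DMSO only wells and 100% = clavulanate BLA inhibitor control wells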
NOD2-RIPK2 inh: blocks binding of human NOD2 to RIPK2; O43353; CHO BLA complementation NOD2-RIPK2, CCF4 ratio; inhibition, % at 4.98 µM; 0.38% of 360,000 active; AID 624267; in the data active = inhibition above about 21%;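 note: 0% = vehicle only and 100% = reference blocker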
MC4R antagonist: blocks human MC4R cAMP signaling. P32245. MC4R-expressing cells, MTII-stimulated cAMP, LANCE TR-FRET. inhibition, % at 6.5 µM. 0.48% of 360,000 active;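 active = inhibition above its plate's cutoff, the mean of tested wells on that plate plus 3 SD, cut at about 29% in these data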;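 note: 0% = Melanotan II alone and 100% = Melanotan II plus saturating MCL0020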
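Material: human MC4R-expressing U2OS cells. Probe or stimulus: Melanotan II challenge. Dosing: 6.5 µM single dose. Times: 30-min compound, 1-h challenge, 1-h detection, room temperature. Technique: TR-FRET with Eu-cAMP and labeled anti-cAMP, 671 nm. Replication: singlicate.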
SRC3 inh: inhibits human SRC3 coactivator; Q9Y6Q9; HEK293 GAL4-SRC3 luciferase reporter, luminescence; inhibition, % at 3.6 µM; 0.17% of 360,000 active;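 active = inhibition above a per-campaign cutoff, the mean of all compounds plus 3 SD, cut at about 60% in these data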;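 note: 0% = DMSO-treated cells and 100% = gossypol-treated cells at 36 µM; higher means less SRC3-driven luciferase light from the GAL4 reporter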
MC4R ag barr: human MC4R agonism via beta-arrestin; P32245; U2OS MC4R beta-arrestin complementation, luminescence; percent of melanotan II response, DMSO zero; activation, % at 8.9 µM; 0.98% of 360,000 active;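 active = activation above a per-plate cutoff, the mean activation of sample wells on that plate plus 3 SD, cut at about 8% in these data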
NCOA2 inhibitor: inhibits human steroid receptor coactivator 2; Q15596; HEK293 GAL4-SRC2 luciferase reporter, luminescence; inhibition, % at 9 µM; 0.17% of 370,000 active; AID 651957;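 active = inhibition above the mean inhibition of all tested compounds plus 3 SD, set per campaign, cut at about 52% in these data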;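 note: 0% = DMSO treated cells and 100% = cells given Gossypol at 36 µM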
EBV LMP1 NFkB: reduces LMP1-driven NF-kappaB luciferase signal | LMP1-induced NF-kappaB luciferase reporter cells, luminescence | inhibition, % at 12.5 µM | 0.69% of 350,000 active; in the data active = inhibition above about 41%;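 note: 0% = neutral control wells and 100% = reference inhibitor control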
NR2F2 inh: inhibitors of human COUP-TFII (NR2F2); P24468; HEK293T NGFI-A luciferase reporter, luminescence; inhibition, % at 8.6 µM; 0.7% of 370,000 active; AID 686940;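 active = inhibition above a per-plate cutoff, mean inhibition of test wells between control levels plus 3 SD, cut at about 38% in these data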;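 note: cells cotransfected with COUP-TFII expression vector driving the NGFI-A reporter; 0% = median of COUP-TF2 test wells and 100% = reporter-only cells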
NR5A2 inv ag: inverse agonists of human LRH-1 (NR5A2). O00482. HEK293T StAR-luciferase reporter, LRH-1 transfected, 24 h. inhibition, % at 3.6 µM. 0.13% of 360,000 active. AID 602396;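 active = inhibition above the mean inhibition of all tested compounds plus 3 SD, cut at about 73% in these data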;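 note: 0% = DMSO wells and 100% = reporter-only cells lacking LRH-1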
ABHD5-PLIN5 inh: ABHD5-PLIN5 protein interaction inhibition; 0.78% of 360,000 active; Split G. princeps luciferase complementation, luminescence, 4 h; inhibition, % at 4 µM; Q00G26+Q8WTS1;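 active = inhibition above the mean inhibition across every tested compound plus 3 SD, cut at about 22% in these data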;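 note: 0% = DMSO only wells and the 100% control is not disclosed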
An asterisk follows results filed as active.

How did N#CC1=C(N)Oc2cc(N)ccc2C1c1ccsc1 (configuration not stated) do in these assays?
NCOA1 inh: -11; TLR9-MyD88 block: 8; NOD2-RIPK2 inh: 2; MC4R antagonist: 0; SRC3 inh: 13; MC4R ag barr: -0.5; NCOA2 inhibitor: -3; EBV LMP1 NFkB: 0; NR2F2 inh: 7; NR5A2 inv ag: 12; ABHD5-PLIN5 inh: -3

Results for Cc1nc(-c2ccccc2)cs1 ?
NCOA1 inh: -17; TLR9-MyD88 block: 0; NOD2-RIPK2 inh: -16; MC4R antagonist: -4; SRC3 inh: -12; MC4R ag barr: 0.6; NCOA2 inhibitor: -9; EBV LMP1 NFkB: 3; NR2F2 inh: 3; NR5A2 inv ag: -2; ABHD5-PLIN5 inh: 5

What do the screens show for `O=C(NCC1CCCO1)c1ccc2c(c1)OCO2` (configuration not stated)?
NCOA1 inh: -39; TLR9-MyD88 block: 7; NOD2-RIPK2 inh: -7; MC4R antagonist: 4; SRC3 inh: 4; MC4R ag barr: 0.9; NCOA2 inhibitor: -35; EBV LMP1 NFkB: -3; NR2F2 inh: 0; NR5A2 inv ag: -15; ABHD5-PLIN5 inh: 4

How did COc1cc(OC)cc(C(=O)NC2CCSc3ccccc32)c1 (configuration not stated) do in these assays?
NCOA1 inh: -4; TLR9-MyD88 block: 0; NOD2-RIPK2 inh: 0; MC4R antagonist: -5; SRC3 inh: 0; MC4R ag barr: -3.4; NCOA2 inhibitor: -11; EBV LMP1 NFkB: 1; NR2F2 inh: 2; NR5A2 inv ag: -11; ABHD5-PLIN5 inh: -10

What do the screens show for `CCc1ccc(C(=O)Cc2cc3cccc(OC)c3oc2=O)cc1`?
NCOA1 inh: -24; TLR9-MyD88 block: 8; NOD2-RIPK2 inh: -6; MC4R antagonist: 7; SRC3 inh: -56; MC4R ag barr: 2.1; NCOA2 inhibitor: -39; EBV LMP1 NFkB: -5; NR2F2 inh: -27; NR5A2 inv ag: -29; ABHD5-PLIN5 inh: 6

How did O=C(c1cc(Cl)nc2ccccc12)N(Cc1nnc(-c2ccc(Cl)cc2)o1)C1CC1 do in these assays?
NCOA1 inh: -4; TLR9-MyD88 block: -1; NOD2-RIPK2 inh: -2; MC4R antagonist: 17; SRC3 inh: -39; MC4R ag barr: -3.9; NCOA2 inhibitor: 2; EBV LMP1 NFkB: 1; NR2F2 inh: -8; NR5A2 inv ag: 8; ABHD5-PLIN5 inh: -3

How did Cc1nc(Nc2ccc(S(=O)(=O)N3CCCCC3C)cc2)c2nnn(Cc3ccccc3)c2n1 (configuration not stated) do in these assays?
NCOA1 inh: -8; TLR9-MyD88 block: 1; NOD2-RIPK2 inh: -1; MC4R antagonist: -3; SRC3 inh: -1; MC4R ag barr: -1.6; NCOA2 inhibitor: 17; EBV LMP1 NFkB: 3; NR2F2 inh: 9; NR5A2 inv ag: 9; ABHD5-PLIN5 inh: -2

How did O=C(N/N=C\c1c(O)ccc2ccccc12)c1ccc(S(=O)(=O)N2CCCCC2)cc1 do in these assays?
NCOA1 inh: 20; TLR9-MyD88 block: -2; NOD2-RIPK2 inh: -7; MC4R antagonist: 0; SRC3 inh: -1; MC4R ag barr: 0.1; NCOA2 inhibitor: -17; EBV LMP1 NFkB: 68*; NR2F2 inh: 12; NR5A2 inv ag: 2; ABHD5-PLIN5 inh: -4

Results for COc1ccc(C(=O)Nc2ccc(OC)c(OC)c2)cc1 ?
NCOA1 inh: -48; TLR9-MyD88 block: -5; NOD2-RIPK2 inh: 0; MC4R antagonist: 6; SRC3 inh: -46; MC4R ag barr: -1.7; NCOA2 inhibitor: -21; EBV LMP1 NFkB: -9; NR2F2 inh: -35; NR5A2 inv ag: -30; ABHD5-PLIN5 inh: 0

Results for CC(C)CCCN1C(Nc2ccccc2)=NC[C@@H]1CC(C)C ?
NCOA1 inh: 3; TLR9-MyD88 block: -5; NOD2-RIPK2 inh: -7; MC4R antagonist: 8; SRC3 inh: 12; MC4R ag barr: -1.3; NCOA2 inhibitor: 5; EBV LMP1 NFkB: -8; NR2F2 inh: -6; NR5A2 inv ag: -16; ABHD5-PLIN5 inh: 1

Results for CSc1ccc(NC(=O)N2CCN(c3nc4ccccc4s3)CC2)cc1 ?
NCOA1 inh: -17; TLR9-MyD88 block: 8; NOD2-RIPK2 inh: 3; MC4R antagonist: 8; SRC3 inh: 18; MC4R ag barr: -2.2; NCOA2 inhibitor: 31; EBV LMP1 NFkB: 16; NR2F2 inh: 4; NR5A2 inv ag: -5; ABHD5-PLIN5 inh: -1

How did O=C(NCc1ccccc1)c1ccc(Cl)c(NC2=NC3CS(=O)(=O)CC3S2)c1 (configuration not stated) do in these assays?
NCOA1 inh: 0; TLR9-MyD88 block: 5; NOD2-RIPK2 inh: -5; MC4R antagonist: 3; SRC3 inh: -7; MC4R ag barr: 0.3; NCOA2 inhibitor: 8; EBV LMP1 NFkB: -3; NR2F2 inh: 4; NR5A2 inv ag: 11; ABHD5-PLIN5 inh: -2

How did CC(C)[C@H](NC(=O)c1ccco1)C(=O)OCC(=O)N1CC(=O)Nc2ccccc21 do in these assays?
NCOA1 inh: -8; TLR9-MyD88 block: -3; NOD2-RIPK2 inh: -7; MC4R antagonist: 3; SRC3 inh: 21; MC4R ag barr: -0.1; NCOA2 inhibitor: 16; EBV LMP1 NFkB: -2; NR2F2 inh: -19; NR5A2 inv ag: 4; ABHD5-PLIN5 inh: 5

How did COc1cc(C(=O)OCCCOC(=O)c2cc(OC)c(OC)c(OC)c2)cc(OC)c1OC do in these assays?
NCOA1 inh: 8; TLR9-MyD88 block: 9; NOD2-RIPK2 inh: -4; MC4R antagonist: 8; SRC3 inh: -4; MC4R ag barr: -2.4; NCOA2 inhibitor: -34; EBV LMP1 NFkB: 2; NR2F2 inh: -2; NR5A2 inv ag: 21; ABHD5-PLIN5 inh: -5

How did CCOC(=O)c1sc2ccccc2c1OC(=O)c1ccccc1 do in these assays?
NCOA1 inh: -10; TLR9-MyD88 block: 7; NOD2-RIPK2 inh: 8; MC4R antagonist: 9; SRC3 inh: 10; MC4R ag barr: 1.0; NCOA2 inhibitor: -20; EBV LMP1 NFkB: 9; NR2F2 inh: -2; NR5A2 inv ag: 1; ABHD5-PLIN5 inh: 9

What do the screens show for `O=S1(=O)CCN(Cc2ccccc2Cl)CC1`?
NCOA1 inh: -16; TLR9-MyD88 block: -12; NOD2-RIPK2 inh: -1; MC4R antagonist: 8; SRC3 inh: 10; MC4R ag barr: -0.3; NCOA2 inhibitor: -34; EBV LMP1 NFkB: -3; NR2F2 inh: -2; NR5A2 inv ag: 15; ABHD5-PLIN5 inh: 2

What do the screens show for `COc1ccc2nc(SCC(=O)NC3CC3)c(C#N)cc2c1`?
NCOA1 inh: -46; TLR9-MyD88 block: -5; NOD2-RIPK2 inh: 2; MC4R antagonist: -2; SRC3 inh: -8; MC4R ag barr: -0.6; NCOA2 inhibitor: -11; EBV LMP1 NFkB: -4; NR2F2 inh: -7; NR5A2 inv ag: -5; ABHD5-PLIN5 inh: 4

How did Cc1ccc(CSCCNC(=O)/C=C/c2ccccc2Cl)cc1 do in these assays?
NCOA1 inh: -2; TLR9-MyD88 block: 1; NOD2-RIPK2 inh: 7; MC4R antagonist: 3; SRC3 inh: 9; MC4R ag barr: -0.6; NCOA2 inhibitor: -12; EBV LMP1 NFkB: -5; NR2F2 inh: -4; NR5A2 inv ag: 10; ABHD5-PLIN5 inh: -2

Results for Cc1cc(C)cc(NC(=S)N2CCC(C(=O)c3ccc(F)cc3)CC2)c1 ?
NCOA1 inh: -26; TLR9-MyD88 block: -5; NOD2-RIPK2 inh: 1; MC4R antagonist: 8; SRC3 inh: 4; MC4R ag barr: -2.1; NCOA2 inhibitor: 17; EBV LMP1 NFkB: -19; NR2F2 inh: 8; NR5A2 inv ag: -3; ABHD5-PLIN5 inh: 0

What do the screens show for `O=C(/C=C/c1ccco1)Nc1cccnc1Cl`?
NCOA1 inh: -54; TLR9-MyD88 block: 8; NOD2-RIPK2 inh: -1; MC4R antagonist: -5; SRC3 inh: -79; MC4R ag barr: 1.8; NCOA2 inhibitor: -33; EBV LMP1 NFkB: -15; NR2F2 inh: -45; NR5A2 inv ag: -68; ABHD5-PLIN5 inh: 16

Results for Cc1cc(NC(=O)NC(=O)c2ccccc2NC(=O)C(C)N)ccc1Oc1ncc(Br)cn1 (configuration not stated) ?
NCOA1 inh: -11; TLR9-MyD88 block: -1; NOD2-RIPK2 inh: 2; MC4R antagonist: -10; SRC3 inh: -21; MC4R ag barr: -1.6; NCOA2 inhibitor: -6; EBV LMP1 NFkB: 0; NR2F2 inh: -35; NR5A2 inv ag: -14; ABHD5-PLIN5 inh: -1

What do the screens show for `COc1ccc(/C=C(/NC(=O)c2ccc(Br)cc2)C(=O)N2CCOCC2)cc1`?
NCOA1 inh: -7; TLR9-MyD88 block: -4; NOD2-RIPK2 inh: -2; MC4R antagonist: 7; SRC3 inh: 5; MC4R ag barr: -1.1; NCOA2 inhibitor: 4; EBV LMP1 NFkB: 0; NR2F2 inh: -12; NR5A2 inv ag: 2; ABHD5-PLIN5 inh: 0

What do the screens show for `Cc1cc(NC(=O)C2CC(c3ccc(F)cc3)=NO2)n(-c2ccccc2)n1` (configuration not stated)?
NCOA1 inh: -1; TLR9-MyD88 block: 0; NOD2-RIPK2 inh: -5; MC4R antagonist: 11; SRC3 inh: 1; MC4R ag barr: 2.2; NCOA2 inhibitor: 13; EBV LMP1 NFkB: -6; NR2F2 inh: 24; NR5A2 inv ag: 3; ABHD5-PLIN5 inh: 4

How did CC(C)(C)[C@H]1C=C(C(N)=O)O[C@@H](OCCCCO)C1 do in these assays?
NCOA1 inh: 0; TLR9-MyD88 block: -7; NOD2-RIPK2 inh: -18; MC4R antagonist: 10; SRC3 inh: 10; MC4R ag barr: -0.5; NCOA2 inhibitor: -20; EBV LMP1 NFkB: -1; NR2F2 inh: -3; NR5A2 inv ag: -15; ABHD5-PLIN5 inh: -5

Results for CCCCCC(=O)NCc1c(C(F)(F)F)nn(C)c1N1CCOCC1 ?
NCOA1 inh: -1; TLR9-MyD88 block: 8; NOD2-RIPK2 inh: -17; MC4R antagonist: 1; SRC3 inh: -3; MC4R ag barr: -0.7; NCOA2 inhibitor: -13; EBV LMP1 NFkB: -2; NR2F2 inh: -3; NR5A2 inv ag: 3; ABHD5-PLIN5 inh: -1

How did Cc1c(O)nc(SCC(=O)Nc2ccc3c4c(cccc24)CC3)n(-c2ccccc2)c1=O do in these assays?
NCOA1 inh: 2; TLR9-MyD88 block: -3; NOD2-RIPK2 inh: 0; MC4R antagonist: 19; SRC3 inh: 3; MC4R ag barr: -4.0; NCOA2 inhibitor: 17; EBV LMP1 NFkB: 6; NR2F2 inh: 8; NR5A2 inv ag: 38; ABHD5-PLIN5 inh: -5

Some of the compounds tested, so the mix of outcomes need not match the whole.
